MITF inh: human MITF inhibition, primary screen; 0.91% of 650,000 active; AlphaScreen MITF homodimerization, bead proximity signal; inhibition, % at 2.6 µM; O75030; in the data active means inhibition above about 50%;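 further: 0% = vehicle wells with protein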
Target sequence (O75030 whole entry, looked up): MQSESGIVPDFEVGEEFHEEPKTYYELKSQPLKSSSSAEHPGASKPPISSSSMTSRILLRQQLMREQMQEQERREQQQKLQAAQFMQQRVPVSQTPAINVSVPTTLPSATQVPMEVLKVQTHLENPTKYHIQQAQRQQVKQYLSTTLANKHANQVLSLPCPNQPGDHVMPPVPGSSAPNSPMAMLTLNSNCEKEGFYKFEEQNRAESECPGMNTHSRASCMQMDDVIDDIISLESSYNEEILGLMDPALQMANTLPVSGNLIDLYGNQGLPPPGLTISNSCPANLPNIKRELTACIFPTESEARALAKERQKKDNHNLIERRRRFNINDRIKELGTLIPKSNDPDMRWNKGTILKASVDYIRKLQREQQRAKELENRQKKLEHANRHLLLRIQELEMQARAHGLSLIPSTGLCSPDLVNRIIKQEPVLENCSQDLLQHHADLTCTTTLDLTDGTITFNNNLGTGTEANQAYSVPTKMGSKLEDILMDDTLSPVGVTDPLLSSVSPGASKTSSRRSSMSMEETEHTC
TEAD-YAP inh: TEAD-YAP interaction inhibition | HEK-TIYL cells, TEAD-Gal4/YAP UAS-luciferase luminescence | inhibition, % at 9.12 µM | 1.4% of 640,000 active; in the data active means inhibition above about 32%;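 further: 0% = median of test compound wells and 100% = reference inhibitor wells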
GPR151 activ: activates the human receptor GPR151 | PathHunter beta-arrestin GPR151 cells, luminescence | 1% of 650,000 active | activation, % at 11.2 µM; in the data active means activation above about 4.9%;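 further: 0% = median of compound wells and 100% = cells with positive control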
Target sequence (Q8TDV0 whole entry, looked up): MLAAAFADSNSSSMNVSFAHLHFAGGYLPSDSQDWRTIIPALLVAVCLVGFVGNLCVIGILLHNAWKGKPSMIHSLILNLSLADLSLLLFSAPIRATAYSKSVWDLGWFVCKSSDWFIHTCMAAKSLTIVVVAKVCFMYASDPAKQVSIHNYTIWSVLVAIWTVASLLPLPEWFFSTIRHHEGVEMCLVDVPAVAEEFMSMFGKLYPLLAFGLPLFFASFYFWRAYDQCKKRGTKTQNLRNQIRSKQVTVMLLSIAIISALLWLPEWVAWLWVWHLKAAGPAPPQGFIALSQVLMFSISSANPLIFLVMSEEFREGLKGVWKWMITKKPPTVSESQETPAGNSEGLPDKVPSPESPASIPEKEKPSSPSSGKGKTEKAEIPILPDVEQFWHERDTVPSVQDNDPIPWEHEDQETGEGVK
FBW7 act: activators of human E3 ligase FBW7; Q969H0; 0.13% of 650,000 active; AlphaScreen FBW7–phospho-cyclin E peptide binding, activator screen; AID 1259310; normalized activity (activation), % at 26.1 µM; in the data active means normalized activity above about 1.9%;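 further: purified mutant Fbw7 with reduced substrate affinity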
An asterisk follows results filed as active. The order is random (roughly 3.5% active in at least one column).

SMILES	MITF inh	TEAD-YAP inh	GPR151 activ	FBW7 act
COCCN(C)C(=O)CSc1nc(-c2ccco2)cc(C(F)(F)F)n1	11.8	10.6	0.8	0.0
CCCC(=O)N1CCN(c2ccc(NC(=O)Cc3ccccc3)cc2)CC1	-1.3	3.0	0.2	-0.1
CC(C)Nc1cc(-c2ccccc2)nc2nncn12	-9.6	-0.3	-0.4	-0.2
CCOC(=O)N1CCN(C(=O)CN2CCC(c3nc4ccccc4[nH]3)CC2)CC1	18.8	-0.5	-2.7	0.5
O=C(O)c1ccc(-c2ccc(/C=N/N3C(=O)C4C5C=CC(CC5)C4C3=O)o2)cc1 (stereo not given)	11.9	-26.4	0.9	0.0
CC(C)(c1ccc(C(=O)C(F)(F)F)o1)c1ccc(C(=O)C(F)(F)F)o1	-13.3	6.5	-1.3	0.0
CC1=NN(c2ccc(Cl)c(C(=O)O)c2)C(=O)/C1=C\c1cnn(-c2ccc(C)c(C)c2)c1	0.9	5.8	-0.1	0.0
Cc1ccc(C(=O)COC(=O)CCC(=O)Nc2cc(Cl)ccc2Cl)cc1[N+](=O)[O-]	-4.3	9.6	3.0	-0.2
CCC(C)N=Cc1c(O)n(-c2ccc(OC)cc2)c(=O)c2ccccc12 (stereo not given)	18.3	8.8	0.0	0.5
COc1ccccc1Nc1nc2nonc2nc1Nc1ccc(Cl)cc1	-2.6	-3.8	0.7	0.3
O=C(N/N=C/c1ccc([N+](=O)[O-])cc1)c1ccncc1	1.8	-1.2	-0.9	0.0
COc1cccc(OCC(=O)Nc2cc(F)c(-c3cn[nH]c3)cc2OCCCN(C)C)c1	19.0	6.0	-0.2	-0.2
CCOC(=O)C1=CN(C)C=C(C(=O)OCC)C1c1cccc(Br)c1	-8.2	-12.6	1.3	0.3
C=CCn1c(SCCC(N)=O)nnc1-c1ccc(Cl)cc1	22.1	4.8	0.3	0.1
O=C(Nc1nccs1)c1ccc(F)cc1F	2.7	-53.2	-4.7	-0.1
O=S(=O)(Cc1ccccc1Cl)N1CCC(c2ccccc2)C1 (stereo not given)	-0.9	9.3	0.4	0.1
CCCOC(=O)c1cccc(NC(=O)COc2ccc(Br)cc2)c1	14.6	-17.6	0.9	-0.4
COc1ccc(/C=C2/SC(=Nc3ccc(O)cc3)NC2=O)cc1	3.6	3.5	5.0*	-0.1
COc1ccc(C/C(N)=N/OC(=O)c2ccc(C)cc2)cc1	6.8	-19.4	-1.4	1.0
CC(O)c1nc2ccccc2n1CC(=O)N1CCc2ccccc2C1 (stereo not given)	-12.3	0.4	-0.1	0.0

Only FBW7 act, for 7 of the compounds above:
structure	FBW7 act
CC(O)c1nc2ccccc2n1CC(=O)N1CCc2ccccc2C1 (stereo not given)	0.0
O=C(N/N=C/c1ccc([N+](=O)[O-])cc1)c1ccncc1	0.0
COc1ccc(/C=C2/SC(=Nc3ccc(O)cc3)NC2=O)cc1	-0.1
CCOC(=O)C1=CN(C)C=C(C(=O)OCC)C1c1cccc(Br)c1	0.3
CCCOC(=O)c1cccc(NC(=O)COc2ccc(Br)cc2)c1	-0.4
COc1cccc(OCC(=O)Nc2cc(F)c(-c3cn[nH]c3)cc2OCCCN(C)C)c1	-0.2
O=C(Nc1nccs1)c1ccc(F)cc1F	-0.1

(next part)
SMILES	MITF inh	TEAD-YAP inh	GPR151 activ	FBW7 act
COc1ccccc1-n1c(=S)[nH]c2cc([N+](=O)[O-])ccc21	9.9	2.6	-0.5	0.0
COc1ccc(C2/C(=C(/O)c3ccc(S(=O)(=O)N(C)C)cc3)C(=O)C(=O)N2CCN(C)C)cc1 (stereo not given)	2.4	-3.0	-1.4	0.5
CCOC(=O)c1sc(N)c(C#N)c1CSc1nnnn1-c1cc(C)ccc1C	-2.6	5.8	-1.2	0.5
COc1cccc(COc2coc(C(=O)NC3CC3)cc2=O)c1	-6.7	-11.0	-0.3	-0.3
Cc1ccc(CCN2CC(C(=O)NCCCN3CCCCC3)CC2=O)cc1 (stereo not given)	9.7	-4.2	0.3	0.0
CC1C/C=C/C=C/C=C/C=C/C(O[C@@H]2O[C@H](C)[C@@H](O)[C@H](N)[C@@H]2O)CC2OC(O)(CC(O)CC3OC3/C=C/C(=O)O1)CC(O)C2C(=O)O (stereo not given in full)	-8.1	-1.9	-0.8	-0.1
Cc1c(NC(=O)c2nn3c(c2Cl)NC(c2ccc(Br)cc2)CC3C(F)(F)F)c(=O)n(-c2ccccc2)n1C (stereo not given)	-14.0	10.2	3.5	0.2
O=C1C2C3C=CC(C3)C2C(=O)N1CCNCCO (stereo not given)	11.1	-2.1	1.7	0.2
CCOc1ccc(-c2csc(NC(=O)CC)n2)cc1	1.3	-63.3	-2.5	-0.3
CC(C)n1c(Nc2cccc(N(C)C)c2)nc2c(NC3CCN(Cc4ccccc4)CC3)ncnc21	10.7	7.8	-2.1	-0.3
NC(=O)C1(N2CCCCC2)CCN(C(=O)CCn2c(=S)[nH]c3cc4c(cc3c2=O)OCO4)CC1	10.9	5.2	-1.8	0.1
COc1ccc(/C=C/C(=O)N2c3ccccc3C(C)(c3ccc(Cl)cc3)CC2(C)C)cc1 (stereo not given)	1.5	8.2	0.2	-0.1
CCCC(=O)Nc1ccccc1NC(=O)COc1ccc(C(C)C)cc1	7.8	8.0	1.0	0.5
Cc1cc(=O)nc2c3ccccc3n(C(C)C(=O)N3CCc4ccccc43)n12 (stereo not given)	7.1	-0.4	-0.3	-0.1
Cn1cc(CN2CCC(n3nccc3NC(=O)CCc3ccccc3)CC2)cn1	5.7	15.1	1.5	0.0
O=C(/C=C/Nc1ccc(Cl)cc1)c1ccccc1	9.4	35.2*	-2.5	0.0
O=C(NCCC1CCCCC1)c1cc2ccccc2oc1=O	0.5	-36.0	-0.3	-0.1
Cc1ccc(C(=O)NCC(=O)OCC(=O)Nc2ccccc2C#N)cc1C	-1.3	-4.3	0.2	-0.1
CC1CCCN(C(=O)CN2C(=O)c3ccccc3S2(=O)=O)C1 (stereo not given)	-9.8	32.8*	-1.2	-0.1
Cn1cc(I)c(C(=O)NNC(=S)NCc2ccc(Cl)cc2)n1	11.8	-4.0	0.9	0.1
Nc1ccnn1Cc1ccc(Br)cc1	8.5	5.3	0.5	0.0
Cc1cc(C)n(-c2ccc(F)cc2CN2CCN(C3CCCC3)C(CCO)C2)n1 (stereo not given)	4.5	-1.3	-0.6	0.0
COc1ccc(-c2noc(-c3c(F)cccc3F)n2)cc1OC	2.6	-40.7	1.9	-0.2
CCOC(=O)C1=C(O)/C(=C/c2cccc(OC)c2)SC1=Nc1ccc(OC)cc1	6.8	-4.9	0.1	0.7
COc1cc(C2C(C#N)=C(N)Oc3cc(C)n(C)c(=O)c32)cc(OC)c1OC (stereo not given)	19.6	-9.9	-2.2	0.0
O=C(Nc1nnc(CCS(=O)(=O)c2ccc(Cl)cc2)s1)c1ccccc1	2.6	-4.5	-0.1	0.0
O=C(OCC(=O)N1CCCC1=O)c1ccc2ccccc2n1	-0.9	5.1	-1.4	0.3
COC(=O)C(C)Sc1ccc2nnc(-c3cccnc3)n2n1 (stereo not given)	1.5	-9.8	-2.1	-0.2
Cc1oc(C(C)(C)C)cc1C(=O)Nc1ccc(I)cc1	-8.1	-14.2	-0.1	-0.3
CN(c1ccccc1C(=O)O)S(C)(=O)=O	0.4	3.3	-0.4	0.1
COc1c(Cl)cc(Cl)cc1/C=C(\C#N)c1nn(-c2ccccc2)c(N)c1C#N	-7.1	3.1	0.6	0.1
COc1ccc(CNS(=O)(=O)c2ccc(OC)c(Br)c2)cc1	-16.1	2.3	-1.3	0.6
CCCNc1nc2ccc(C)cn2c(=O)c1/C=C1\SC(=S)N(C(C)CC)C1=O (stereo not given)	22.6	3.6	-1.0	0.7
CC/C(=N/NC(=O)c1cccc(Cl)c1)c1ccccc1	10.6	-27.4	1.1	0.1
COc1ccccc1C(=O)Nc1sccc1C#N	3.8	-22.6	-0.9	0.2
O=C(CC1Nc2c3ccccc3nc(=S)n2C1=O)NC1CC1 (stereo not given)	8.0	-4.1	1.0	0.0
O=C(Nc1ccc(Cl)cc1)c1ccc(I)cc1	13.8	-68.7	0.4	0.1
C=CCC1=C/C(=C\c2c(N)n3nc(S(C)(=O)=O)sc3nc2=O)C=C(OC)C1=O	5.1	-13.0	-0.3	-0.2
COc1ccc(CNCc2ccc3c(c2)OCO3)cc1OC	24.2	-4.1	2.9	0.6
Cc1cc(C)n2c(SCC(=O)N3CC(=O)Nc4ccccc43)nnc2n1	1.8	7.1	0.1	0.2
CCC(CO)Nc1ccnc2c(-c3ccco3)cnn12 (stereo not given)	20.6	-0.8	-0.2	-1.7
COc1cc(OC)cc(C(=O)NCC2CCCN(S(=O)(=O)N(C)C)C2)c1 (stereo not given)	-6.1	3.2	-1.5	0.0
Nc1cccc(-n2c(=O)c3cc4c(=O)n(-c5cccc(N)c5)c(=O)c4cc3c2=O)c1	12.6	-1.8	0.5	1.1
Cc1ccc(C)c(-c2csc(NC(=O)c3cc([N+](=O)[O-])ccc3Cl)n2)c1	9.9	53.3*	-0.9	-0.1
COCCn1c(=O)[nH]c2cc(C(=O)N3CCN(c4cccc(C)c4)C(C)C3)ccc2c1=O (stereo not given)	-1.8	9.4	0.0	-0.1
CCn1c2cc(C)oc2c2cnn(CC(=O)OC(C)C)c(=O)c21	-8.2	-30.9	0.8	-0.2
CN(C)CCOc1cc(-c2cn[nH]c2)ccc1N	54.0*	0.0	-1.8	-1.0
CCOc1ccc2[nH]c(=O)c(C(c3nnnn3C(C)(C)C)N3CCCCC3)cc2c1 (stereo not given)	-10.8	4.7	-0.8	-0.3
O=C(N/N=C/c1ccccc1O)c1ccc(O)c(O)c1	18.6	-19.2	-0.4	-0.3
CCSCCOC(=O)C1=C(C)NC(=O)NC1c1cc(OC)ccc1OC (stereo not given)	6.1	10.2	1.2	0.0
More structures follow:
SMILES	MITF inh	TEAD-YAP inh	GPR151 activ	FBW7 act
CCN(CC)C(=O)C1CCCN(c2cccc(C(=O)NCc3cccnc3)n2)C1 (stereo not given)	0.6	5.0	-2.3	0.1
CC(C)n1cnc2c(N)nc(Nc3cccc(N(C)C)c3)nc21	4.0	-12.0	0.7	-0.1
CCOCc1cc(CN2CCN(C3CCN(C(C)C)CC3)C(CCO)C2)ccc1OC (stereo not given)	-9.7	-14.4	1.3	-0.1
COc1ccccc1/C=N/NC(=O)c1ccccc1N	-3.2	-47.6	3.9	0.0
Cc1ccc(C)c(CN2CCN(c3ncccn3)CC2)c1	6.8	-5.0	1.2	-0.2
c1nc2nc(N3CCOCC3)nc(NCCN3CCOCC3)c2[nH]1	7.8	5.9	0.9	-0.2
CC1CCCCC12NC(=O)N(CC(=O)Nc1ccc(Cl)cc1Cl)C2=O (stereo not given)	-8.1	11.5	-0.6	0.0
COc1ccc(-c2nc3ccc(C(=O)NCCN4CCOCC4)cc3s2)cc1	3.7	-17.5	0.1	-0.1
CC(c1ccon1)N(C)Cc1c(C(=O)N2CCc3ccccc3C2)nc2ccc(Cl)cn12 (stereo not given)	4.1	-1.1	0.8	0.1
Cc1cc(NC(=O)CN2CCC(O)CC2)nc2c1c(=O)oc1ccccc12	8.5	16.7	0.3	-0.1

The last 2 entries of the part before are carried over, then new ones follow.
SMILES	MITF inh	TEAD-YAP inh	GPR151 activ	FBW7 act
CC(c1ccon1)N(C)Cc1c(C(=O)N2CCc3ccccc3C2)nc2ccc(Cl)cn12 (stereo not given)	4.1	-1.1	0.8	0.1
Cc1cc(NC(=O)CN2CCC(O)CC2)nc2c1c(=O)oc1ccccc12	8.5	16.7	0.3	-0.1
O=C1Nc2ccccc2C1=Nc1ccccc1N=C1C(=O)Nc2ccc(Br)cc21	5.0	-9.5	0.6	0.0
O=CN/N=C/c1cn(-c2cccs2)nc1-c1ccccc1	1.6	-14.7	-1.4	-0.1
CCOCCCNC(=O)C1CCCCN1S(=O)(=O)c1ccc(F)cc1 (stereo not given)	1.6	2.3	1.1	0.2
CN1CCN(C(=O)c2ccc(-c3cc(C(=O)NCCc4ccc(O)cc4)ccn3)cc2)CC1	-8.7	8.6	-0.1	0.1
O=C(/C=C/c1c(F)cccc1Cl)Nc1nn[nH]n1	-9.1	-5.7	-2.3	0.2
CCc1ccc(CNc2nc(N)n(-c3ccccc3)n2)cc1	12.8	-21.2	-1.1	0.2
Cc1c(C(=O)OCC(=O)Nc2ccc(C#N)cc2)oc2ccccc12	-8.4	-3.2	2.2	0.0
COc1ccccc1CNC(=O)c1cc(-c2ccccc2)nc2ccccc12	1.4	-2.8	-1.2	0.0
O=C(OCc1nc2ccc(Cl)cc2n1CCO)c1ccc(Br)o1	7.6	-3.1	1.0	0.1
CCOC(=O)c1c(NC(=O)c2ccc(S(=O)(=O)N3CCCc4ccccc43)cc2)sc(C)c1C	5.0	-5.5	0.2	0.2
COC(=O)c1cccc(Oc2nnc(-c3ccc(C)c(C)c3)c3ccccc23)c1	-11.1	-0.9	0.6	0.1
Cc1ccc(C(=O)O)cc1N1C(=O)c2cccc([N+](=O)[O-])c2C1=O	-10.8	-6.5	0.9	0.0
COc1cccc(-n2c(=S)sc3c(=O)n(-c4ccc(F)cc4)c(=S)[nH]c32)c1	14.1	-2.0	-0.9	0.2
O=[N+]([O-])c1ccc(CSc2nnc(-c3cnccn3)o2)cc1	2.2	3.6	-0.5	0.0
O=C(Nc1ccccc1Cl)c1ccc(F)c(S(=O)(=O)N2CCCCCC2)c1	-15.0	-9.9	-1.6	-0.1
O=C(CC1CCCC1)N1CCCC(COc2ccc(CN3CCOCC3)cc2)C1 (stereo not given)	5.5	7.7	0.4	0.2
COc1ccc(C2CC(=O)C3=C(C2)Nc2ccccc2NC3c2ccc([N+](=O)[O-])cc2)cc1 (stereo not given)	11.1	4.9	1.7	0.1
O=C(Cn1cnc2c(nnn2-c2cccc(F)c2)c1=O)c1ccccc1	3.0	0.7	0.8	-0.1
O=C(Nc1cccc(F)c1)c1ccc(Cn2cc([N+](=O)[O-])cn2)o1	-3.5	-3.7	-0.2	0.1
